yeast cln2 rad14: NCI yeast anticancer drug screen, S. cerevisiae cln2 rad14 strain | 8.3% of 78,000 active | AID 165 | % growth inhibition at 50 µM;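 further: 0% = growth of vehicle-only cultures of the same strain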
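Relative to vehicle controls, growth inhibition of compound-treated cln2 rad14 yeast was recorded.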
mec2-1: NCI yeast anticancer drug screen, S. cerevisiae mec2-1 strain. AID 157. 9% of 79,000 active. % growth inhibition at 50 µM;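 further: 0% = growth of vehicle-only cultures of the same strain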
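Compounds were applied to mec2-1 yeast cells. Their growth was then compared with that of vehicle-treated cultures to give growth inhibition.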
yeast rad50: NCI yeast anticancer drug screen, S. cerevisiae rad50 strain; growth inhibition, % at 50 µM; 10% of 79,000 active; AID 155;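 further: 0% = growth of vehicle-only cultures of the same strain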
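DNA repair mutant yeast, compound exposure, growth read-out; inhibition is taken relative to vehicle.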
yeast bub3: NCI yeast anticancer drug screen, S. cerevisiae bub3 mutant strain | growth inhibition, % at 50 µM | 9.9% of 78,000 active | AID 167;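 further: 0% = growth of vehicle-only cultures of the same strain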
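Mutant yeast screening strain plus compound; vehicle-treated cultures serve as the 0% inhibition reference.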
mlh1 rad18: NCI yeast anticancer drug screen, S. cerevisiae mlh1 rad18 strain; growth inhibition, % at 50 µM; AID 175; 11% of 79,000 active;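 further: 0% = growth of vehicle-only cultures of the same strain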
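Cells of a genetically altered yeast strain, deficient in DNA damage repair, were treated with compound. Their growth was then compared with that of vehicle-treated cultures to give inhibition.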
yeast sgs1 mgt1: NCI yeast anticancer drug screen, S. cerevisiae sgs1 mgt1 strain. growth inhibition, % at 50 µM. 10% of 78,000 active;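 further: 0% = growth of vehicle-only cultures of the same strain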
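Inhibition of yeast growth, normalised to vehicle-treated controls, is reported for a strain bearing genetic alterations in DNA damage repair.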
* marks the source's active call; other numbers are inactive results; x = no result given; & = joins results of further samples. No stated cut-off is given here; in the data, active means growth inhibition above about 70%; inactive means the rest. Random draw from the library. About 14% of those tested had a hit in this group.

A first look (two entries):
No.	Molecule	yeast cln2 rad14	mec2-1	yeast rad50	yeast bub3	mlh1 rad18	yeast sgs1 mgt1
1	O=C(/C(=C\c1ccc(Cl)cc1)c1ccccc1)c1ccccc1	6	-30	-38	-23	-16	5
2	Oc1cc2ccc3c(c2cc1O)CCc1cn[nH]c1-3	-1	9	7	16	16	18

This part in full, from the first entry:
No.	Molecule	yeast cln2 rad14	mec2-1	yeast rad50	yeast bub3	mlh1 rad18	yeast sgs1 mgt1
1	O=C(/C(=C\c1ccc(Cl)cc1)c1ccccc1)c1ccccc1	6	-30	-38	-23	-16	5
2	Oc1cc2ccc3c(c2cc1O)CCc1cn[nH]c1-3	-1	9	7	16	16	18
3	CCCCCCC(O)CCCCCC	-25	-16	27	22	-12	26
4	Cc1ccc2nc(C[n+]3cccc4ccccc43)ccc2c1	99*	81*	89*	100*	99*	99*
5	O=CC(O)C(O)C(O)C(O)COC(=S)OCC(O)C(O)C(O)C(O)C=O (stereo not given) (tested in a mixture with another compound)	-3	-10	-4	6	-4	-3
6	CCC1CC(=O)c2ccccc2O1 (stereo not given)	-3	10	1	5	0	-20
7	CC(=O)CC(O)(C(F)(F)Cl)C(F)(Cl)Cl (stereo not given)	0	-48	-35	-30	-36	-43
8	O=C(NC1C2CC3CC(C2)CC1C3)c1ccncn1 (stereo not given)	38	5	25	13	26	18

Single records, as listed above. Screens in order: yeast cln2 rad14 | mec2-1 | yeast rad50 | yeast bub3 | mlh1 rad18 | yeast sgs1 mgt1
Oc1cc2ccc3c(c2cc1O)CCc1cn[nH]c1-3 in the list: -1 | 9 | 7 | 16 | 16 | 18
O=C(/C(=C\c1ccc(Cl)cc1)c1ccccc1)c1ccccc1 in the list: 6 | -30 | -38 | -23 | -16 | 5
O=CC(O)C(O)C(O)C(O)COC(=S)OCC(O)C(O)C(O)C(O)C=O (stereo not given) (tested in a mixture with another compound) in the list: -3 | -10 | -4 | 6 | -4 | -3
Cc1ccc2nc(C[n+]3cccc4ccccc43)ccc2c1 in the list: 99* | 81* | 89* | 100* | 99* | 99*
CCC1CC(=O)c2ccccc2O1 (stereo not given) in the list: -3 | 10 | 1 | 5 | 0 | -20

New compounds follow:
No.	Molecule	yeast cln2 rad14	mec2-1	yeast rad50	yeast bub3	mlh1 rad18	yeast sgs1 mgt1
9	CC1=NN(c2nc(N)nc(COCc3nc(N)nc(N4N=C(C)CC4(C)C)n3)n2)C(C)(C)C1	18	9	12	10	-31	13
10	CCOc1ccc(C(=O)C[N+]2(CCc3ccccc3)CCOCC2)cc1	6	6	-13	-1	41	12
11	CC(C)CCCC(C)C1CCC2C3C(=O)C=C4CC(c5ccccc5)CCC4(C)C3CCC12C (stereo not given)	-44	11	63	-6	15	47
12	O=C(Nc1ccccc1)N1CCC[C@@H]2CCCC[C@@H]21	-82	0	3	-7	-4	1
13	C=C(COc1ccc(OC)cc1)C(C)(C)C	-14	13	19	15	-20	-17
14	CNc1ccc(S(=O)Nc2ccccc2)cc1 (stereo not given)	-12	9	3	1	-6	1
15	C=CCSS/C=C/CS(=O)CC=C (stereo not given)	32	54	23	78*	-19	75*
16	O=C1CC2CC=CCC2O1 (stereo not given)	68	-3	-5	0	15	8

(more compounds)
No.	Molecule	yeast cln2 rad14	mec2-1	yeast rad50	yeast bub3	mlh1 rad18	yeast sgs1 mgt1
17	CN1CCN(N=Nc2ccccc2Cl)CC1	3	7	26	-12	17	22
18	CC(C)CNC(=O)Cn1c2c(c3ccccc31)CCCC2	4	-33	-4	-15	-11	1
19	Cc1ccc(NC(=S)N/C=C(\c2ccccc2)S(=O)Cc2ccccc2)c(C)c1 (stereo not given)	16	-22	8	14	2	-8
20	CC(=O)Nc1cc(-c2ccccc2)cc(-c2ccccc2)c1	2	0	12	11	22	-3
21	COC(=O)c1nnn(-c2cccc(C(F)(F)F)c2)c1C(=O)c1ccc(Cl)c(Cl)c1	59	80*	98*	89*	97*	98*
22	O=C1OC(c2cccc(Cl)c2)=N/C1=C\c1ccc(O)cc1	8	10	16	1	-3	16
23	CC(=O)n1cc(CS)c(=O)[nH]c1=O	-15	1	-6	-3	-19	-2
24	CN(C)c1ccc(C(=O)c2ccc([N+](=O)[O-])cc2)cc1	6	-10	-2	-5	-8	0

Continued.
No.	Molecule	yeast cln2 rad14	mec2-1	yeast rad50	yeast bub3	mlh1 rad18	yeast sgs1 mgt1
25	C=C1SC(=Nc2c(C)cccc2Cl)N(C(=O)c2sc3ccccc3c2Cl)C12CCCCC2	6	-16	8	9	9	2
26	CCOC(=O)c1[nH]c(C)c(C(=O)O)c1C	-25	-26	-4	-24	-11	0
27	Nc1ccc(S(=O)c2ccc([N+](=O)[O-])cc2)cc1 (stereo not given)	-14	-10	-13	-14	-20	2
28	CN(C)Cc1ccccc1C(=O)C(=O)c1ccccc1CN(C)C	46	3	-3	58	6	-6
29	CCCCCCC(=O)OC(C)CC(C)C (stereo not given)	-11	3	6	-4	24	-1
30	CCOC(=O)Cn1ccc[n+]1CC(=O)c1ccccc1	-16	8	-15	-15	-3	17
31	CC1=CCCc2c1cc1ccc3cccc4ccc2c1c34	28	80*	50	91*	90*	94*
32	Nc1ccc(S(=O)[O-])cc1.Nc1ccc(S(=O)[O-])cc1.[Zn+2]	-26	-20	-19	1	-16	-6

Next section
No.	Molecule	yeast cln2 rad14	mec2-1	yeast rad50	yeast bub3	mlh1 rad18	yeast sgs1 mgt1
33	NNC(=O)C1=NN(c2ccccc2)C(=O)C1	-13	13	39	37	42	34
34	Brc1ccccn1	-15	11	36	28	23	6
35	CS(=O)(=O)OCCCl	-28	-2	1	4	2	-2
36	O=[N+]([O-])c1ccc(N/N=C(\C(=N/Nc2ccc([N+](=O)[O-])cc2[N+](=O)[O-])c2ccccc2)c2ccccc2)c([N+](=O)[O-])c1	-7	-4	-1	-2	1	-1
37	CCN(CC)CCCC(C)Nc1cc(C)nc2c1ccc1c2ccc2c(NC(C)CCCN(CC)CC)cc(C)nc21 (stereo not given)	71*	54	58	96*	54	49
38	C(/C=N/NC1=NCCCCN1)=N\NC1=NCCCCN1	4	-13	-7	-14	-11	-9
39	CCOC(=O)NC1c2ccccc2Oc2ccccc21	-16	-5	-4	11	2	5
40	CCCCCCCCCCCC(=O)Nc1ccc(NC(C)=O)cc1	-14	25	8	25	24	23

Other records.
No.	Molecule	yeast cln2 rad14	mec2-1	yeast rad50	yeast bub3	mlh1 rad18	yeast sgs1 mgt1
41	CCOP(=O)(OCC)C(Cc1ccc(OC)c(OC)c1)N=C(c1ccccc1)c1ccccc1 (stereo not given)	-13	-6	5	-8	-8	-12
42	COC1CC(OC2CCC3(C)C(=CCC4C3C(OC(C)=O)C(OC(=O)CC(C)C)C3(C)C(C(C)=O)CCC43O)C2)OC(C)C1OC1CC(OC)C(OC2CC(OC)C(OC3OC(C)C(OC4OC(CO)C(O)C(O)C4O)C(OC)C3O)C(C)O2)C(C)O1 (stereo not given)	22	5	2	-7	-38	16
43	CN(C)c1c([N+](=O)[O-])cc2[nH]cnc2c1[N+](=O)[O-]	-3	12	21	19	14	13
44	COC(=O)C(=O)C1(CCC(C)=O)c2ccccc2-c2ccccc21	9	4	-12	-1	-2	34
45	S=C(SSSSC(=S)N1CCCCC1)N1CCCCC1	9	20	67	74*	81*	43
46	C=CCNC(=O)C[n+]1cccc(C(=O)NC)c1	-5	8	23	0	-18	-9
47	Cc1cccc(C(C)(C)C)c1NC(=O)CC1C(=O)Nc2ccccc2S1=O (stereo not given)	14	17	24	5	22	6
48	CC(Cl)CN1c2ccccc2Sc2ccc(Cl)cc21 (stereo not given)	23	-5	33	5	17	2

(more compounds)
No.	Molecule	yeast cln2 rad14	mec2-1	yeast rad50	yeast bub3	mlh1 rad18	yeast sgs1 mgt1
49	CSC(C=P(c1ccccc1)(c1ccccc1)c1ccccc1)=Nc1ccccc1	98*	99*	97*	98*	96*	96*
50	O=C1CCCc2cc3c(cc21)CC1(C3)Cc2ccc3c(c2C1)C(=O)CCC3 (stereo not given)	15	-25	-8	-7	-21	-29
51	O=S1ON=C(c2ccccc2)N1c1ccccc1Cl (stereo not given)	-7	8	-2	7	4	-1
52	C=C(C)CCc1nccc2ccccc12	-9	-13	19	3	14	6
53	C#CC(CCC)NC(C)(C)C (stereo not given)	-11	-14	32	2	21	7
54	Cc1cccnc1NC(=O)c1ccccc1	16	21	15	3	32	19
55	O=C(CCCCCCCCC(=O)CN1CCCCC1)CN1CCCCC1	-33	-19	-18	-2	3	-3
56	CC(C)CC(NC(=O)OCC[P+](c1ccccc1)(c1ccccc1)c1ccccc1)C(=O)O (stereo not given)	-8	-2	-12	-19	-13	1

(cont.)
No.	Molecule	yeast cln2 rad14	mec2-1	yeast rad50	yeast bub3	mlh1 rad18	yeast sgs1 mgt1
57	CCCOC(=O)COc1ccccc1C(=O)OCCC	15	-16	-1	23	-11	6
58	Cc1c(N=Nc2ccc(Cl)cc2)c(C)n(C2OC(CO)C(O)C(O)C2O)c(=S)c1C#N (stereo not given)	60	60	60	75*	84*	87*
59	C1=COC(C2NCCCN2)CC1 (stereo not given)	-69	8	-6	-26	-4	-3
60	COC1OC(COC(=O)NCCCCC(=O)C(F)(F)C(F)(F)C(F)(F)C(F)(F)C(F)(F)C(F)(F)C(F)(F)F)C(O)C(O)C1O (stereo not given)	-8&-2	-30&-22	-30&-35	-26&-18	-4&-3	-11&-10
61	[Cl][Pt+2][Cl].[NH-]C1CCC1.[NH2-]	18	-4	3	-16	-67	-4
62	O=C1c2ccccc2N2Oc3ccccc3C12c1ccccc1 (stereo not given)	1	-13	-3	-21	19	-16
63	COC(=O)c1ccccc1C1CN=NC12Cc1cc(C)ccc1C2=O (stereo not given)	-34	14	-3	-4	-15	-10
64	Clc1ccc2c(n1)Sc1c(Cl)nc(Cl)nc1N2	32	49	32	24	47	45

Next section:
No.	Molecule	yeast cln2 rad14	mec2-1	yeast rad50	yeast bub3	mlh1 rad18	yeast sgs1 mgt1
65	COC1CCON1C(=O)c1ccccc1 (stereo not given)	2	-11	4	-11	14	20
66	CCOC(=O)CN(C)CC(=O)OCC	-72	10	2	-5	-24	8
67	NC(=O)c1ccc[n+](CC(=O)Nc2ccc(Cl)cc2)c1	-57	-1	6	31	-14	-7
68	Fc1cccc(CSc2cnnc(SCc3cccc(F)c3)c2SCc2cccc(F)c2)c1	15	-7	-15	-11	-32	-14
69	COC(=O)C(c1ccccc1)C1(O)CCCCC1 (stereo not given)	-4	-1	6	1	-4	-1
70	O=C(OCC1OC(c2ccccc2)OC2C(COC(=O)c3ccccc3)OC(c3ccccc3)OC12)c1ccccc1 (stereo not given)	7	6	4	12	14	-1
71	CCOC(=O)NC(CC)c1ccc2oc3ccccc3c2c1 (stereo not given)	-4	2	-10	32	-15	20
72	O=NNc1ncc(Sc2ccccc2)nc1Sc1ccccc1	16	-25	0	-9	72*	46

Other results:
No.	Molecule	yeast cln2 rad14	mec2-1	yeast rad50	yeast bub3	mlh1 rad18	yeast sgs1 mgt1
73	CCSC(=O)/C=C1\CN(C(=O)OC(C)(C)C)C1C(=O)OC(C)(C)C (stereo not given)	73*	27	30	58	70*	56
74	COc1ccc(NC2=CC(=O)c3ccccc3C2=O)cc1	-35	6	0	18	-7	4
75	CC1=CC(=C2C(=O)c3ccccc3C2=O)N(CCN2CCCCC2)C=C1	51	48	16	43	30	27
76	COC(=O)C(=O)C(/C(=N/N)C(=O)Nc1ccccc1C(N)=O)c1nc2ccc([N+](=O)[O-])cc2[nH]c1=O (stereo not given)	27	27	26	41	23	27
77	N#[N+]c1c(O)cc(S(=O)(=O)O)c2ccccc12	x	-8	-22	x	-10	x
78	COc1ccc(CC2=c3cc(OC)c(OC)cc3=CCN2)cc1OC	12	4	12	-3	-6	10
79	CCOC(=O)C(CCc1ccccn1)C(C)=O (stereo not given)	20	35	18	13	9	15
80	COc1ccc(CCCC(=O)O)c(C)c1	-24	-34	-18	-39	7	-9

Additional compounds follow.
No.	Molecule	yeast cln2 rad14	mec2-1	yeast rad50	yeast bub3	mlh1 rad18	yeast sgs1 mgt1
81	COC(=O)C(C(=O)C(=O)Nc1cccc(OC)c1)c1cnc2ccccc2n1 (stereo not given)	21	-9	-16	7	-10	-9
82	CC1=[N+]([O-])C(C)(C)N(O)C1(C)C	16	-2	8	0	2	0
83	CCC12CCCN(Cc3ccccc3)C1c1c(n(C)c3ccccc13)[C@H](C(=O)OC)C2 (stereo not given in full)	17	-23	15	-12	7	-2
84	C[n+]1ccc(NN)cc1	13	-16	-4	18	4	20

Screening data deposited in PubChem BioAssay by NCI.
